bCat KO growth – primary screen for growth suppressors in beta-catenin knockout HCT116 cells (colon tumor, human); viability, % at 10 µM; HCT116 beta-catenin knockout viability, CellTiter-Glo, 60 h; active compounds read low; 140,000 tested, 1.5% active;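 active = viability at or under a set limit, the compound median less 4 SD, cut at about 6% in these data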;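 also: 0% = Hyamine 1622 control at 20 µM and 100% = untreated cell control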
BB579 growth dn – growth inhibitors of yeast BB579 in restrictive medium, primary screen, yeast lifespan-shortening project, S. cerevisiae; OD615, 48 h; inhibition, % at 10 µM; 140,000 tested, 0.51% active; AID 804, 2007;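 active = inhibition above a set limit, 3 SD over the mean compound inhibition, cut at about 44% in these data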; also: inactives centre near -24
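Detection: OD615 turbidity measurement; Material: Saccharomyces cerevisiae DeaD strain BB579, replicative lifespan model yeast; Timing: 48 h exposure, 30 °C; Doses: single 10 µM dose; Medium: CSMM-D restrictive synthetic medium containing dextrose (glucose); Controls: amphotericin B at 10 µg/mL as positive control.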
Measles CPE – compounds protecting cells from measles virus cytopathic effect, primary screen, measles RdRp inhibitor project, single point, MLSMR library, absorbance | Measles virus-infected cells, CPE protection | protection (pct of control), % at 4 µM | 140,000 tested, 1.5% active; in the data active = protection mostly above about 24%, no sharp cut-off; inactive = mostly below about 26%; also: some compounds called inactive have numbers as strong as hits
PTEN del growth – growth suppression of PTEN-null HCT116, primary screen, cell-based, CellTiter-Glo; HCT116 PTEN-null viability, 60 h; active compounds read low; 140,000 tested, 1.2% active; viability, % at 10 µM;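 active = viability at or below a set limit, 4 SD under the median of all tested compounds, cut at about 3.7% in these data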;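 also: PTEN knockout HCT116 line with beta catenin targeted HCT116 as companion control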
MRP1 act – H69AR viability gain despite doxorubicin, primary screen, MRP-1 activator project, H69AR cells, CellTiter-Glo; viability rescue; viability increase, % at 10 µM; 140,000 tested, 0.61% active;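 active = viability gain under doxorubicin at or above a set limit, the compound median plus 3 SD, cut at about 4.7% in these data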;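 also: MRP-1 overexpressing cells given doxorubicin 25 µM after compound pretreatment; 18-22 h compound pretreatment then 72 h with doxorubicin before readout; 0% = doxorubicin-only wells and 100% = vehicle-treated cells without doxorubicin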
NPY-Y2 antag – NPY-Y2 receptor antagonists, primary screen, cell-based; 140,000 tested, 0.99% active; inhibition, % at 2.7 µM; NPY-Y2 expressing cells, antagonist mode; in the data active = inhibition above about 17%;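 also: 0% = vehicle with agonist challenge and 100% = reference antagonist with challenge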
Target sequence (P49146 whole entry, looked up): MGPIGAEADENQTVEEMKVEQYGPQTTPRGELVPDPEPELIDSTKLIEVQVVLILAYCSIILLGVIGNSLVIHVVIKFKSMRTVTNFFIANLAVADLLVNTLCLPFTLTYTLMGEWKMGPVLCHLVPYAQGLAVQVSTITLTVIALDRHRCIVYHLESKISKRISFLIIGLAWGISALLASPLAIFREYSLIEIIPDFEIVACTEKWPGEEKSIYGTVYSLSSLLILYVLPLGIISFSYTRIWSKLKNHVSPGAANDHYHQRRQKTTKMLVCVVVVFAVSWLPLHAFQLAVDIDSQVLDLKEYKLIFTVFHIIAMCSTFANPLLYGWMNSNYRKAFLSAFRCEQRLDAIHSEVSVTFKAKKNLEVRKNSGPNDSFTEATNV
Phagocytosis inh – inhibitors of macrophage phagocytosis, primary screen, imaging, J774A.1 cells, IgG beads | J774A.1 macrophage IgG-bead phagocytosis | inhibition, % at 5 µM | AID 1029, 2008 | 110,000 tested, 0.07% active;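 active = inhibition above the mean of the plate negative controls plus 5 SD, cut at about 13% in these data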;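 also: phagocytic index as fraction of beads internalized from green versus red external bead signal; plate controls were DMSO negative control for no effect and cytochalasin-D positive control for full effect; some results beyond the cut were filed as inactive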
Yeast lifespan up – compounds extending yeast replicative lifespan, primary screen, S. cerevisiae, OD615 | S. cerevisiae growth with nicotinamide; deaD strain in restrictive glucose medium | inhibition of the nicotinamide effect, % at 10 µM | 130,000 tested, 0.68% active;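 active = inhibition above a set limit, placed 3 SD over the median of all compounds, cut at about 26% in these data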;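 also: 0% = nicotinamide-treated wells and 100% = cells grown without nicotinamide; some compounds called inactive have numbers as strong as hits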
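assay system = DeaD-strain S. cerevisiae | measured by = absorbance at 615 nm | probe or stimulus = nicotinamide 1.5 mM | buffer or medium = CSMM-D glucose medium, restrictive | times = 48 h at 30 °C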
E-sel TNF inh – E-selectin induction blockers in HUVEC – imaging, immunofluorescence, high content, primary screen. HUVEC TNFa-induced E-selectin immunofluorescence. inhibition, % at 2 µM. AID 1246, 2008. 120,000 tested, 0.71% active;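 active = inhibition above the batch mean plus 3 SD, and confirmed as a hit on visual image review, cut at about 43% in these data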;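 also: 0% = TNF-stimulated DMSO wells and 100% = unstimulated control wells; not every result past the cut was called active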
GALR2 antag – GALR2 antagonists in receptor-expressing cells, primary screen; antagonist mode; Galanin receptor type 2 (Homo sapiens), O43603; 140,000 tested, 0.39% active; inhibition, % at 4 µM; in the data active = inhibition above about 27%;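 also: cells stimulated with galanin 1-16 at roughly its EC80; 0% = agonist challenge control and 100% = basal control without agonist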
Target sequence (O43603 whole entry, looked up): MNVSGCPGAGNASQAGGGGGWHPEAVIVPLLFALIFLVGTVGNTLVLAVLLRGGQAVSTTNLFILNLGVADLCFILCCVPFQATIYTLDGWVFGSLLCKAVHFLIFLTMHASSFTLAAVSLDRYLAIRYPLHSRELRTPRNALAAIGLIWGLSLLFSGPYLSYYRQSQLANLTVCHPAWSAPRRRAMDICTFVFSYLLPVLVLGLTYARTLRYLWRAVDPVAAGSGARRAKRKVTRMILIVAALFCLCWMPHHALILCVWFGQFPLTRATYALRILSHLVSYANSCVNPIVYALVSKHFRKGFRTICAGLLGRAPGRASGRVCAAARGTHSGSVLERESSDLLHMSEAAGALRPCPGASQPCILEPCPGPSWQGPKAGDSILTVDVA
Starred values were filed as active, the others as inactive.

For O=C(c1ccccc1)c1cccn1CC(=O)N1CCN(c2ccc(F)cc2)CC1 the results were bCat KO growth 91.8, BB579 growth dn -20.9, Measles CPE 25.4, PTEN del growth 92.0, MRP1 act -2.7, NPY-Y2 antag -0.7, Phagocytosis inh -0.9, Yeast lifespan up -3.8 and GALR2 antag -11.0.
For CCCn1c(=N)n(CC(=O)c2cccs2)c2ccccc21 the results were bCat KO growth 101.4, BB579 growth dn -7.7, Measles CPE 7.0, PTEN del growth 102.3, MRP1 act -0.6, NPY-Y2 antag 5.9, Phagocytosis inh -1.5, Yeast lifespan up -6.9, E-sel TNF inh -35.9 and GALR2 antag 18.0.
For COc1ccc(CN2CC(C(=O)NCCCN3CCN(C)CC3)CC2=O)cc1 (centres undefined) the results were bCat KO growth 104.6, BB579 growth dn -65.1, Measles CPE 12.7, PTEN del growth 106.9, MRP1 act 0.5, NPY-Y2 antag 3.5, Phagocytosis inh -0.5, Yeast lifespan up 8.8, E-sel TNF inh 3.5 and GALR2 antag -4.0.
Screening CCOC(=O)c1cc2c(=O)n3ccccc3nc2n(CCCOC)c1=NC(=O)C(C)(C)C returned bCat KO growth 80.7, BB579 growth dn -20.7, Measles CPE 13.7, PTEN del growth 85.5, MRP1 act -2.8, NPY-Y2 antag -0.5, Yeast lifespan up -8.2, E-sel TNF inh 0.5 and GALR2 antag -21.5.
For COc1ccc(-c2nc3ccccc3c(=O)n2NC(=O)Cc2ccccc2)cc1 the results were bCat KO growth 103.5, BB579 growth dn 4.6, Measles CPE 20.6, PTEN del growth 95.2, MRP1 act 0.3, NPY-Y2 antag 0.7, Phagocytosis inh -7.7, Yeast lifespan up -1.6, E-sel TNF inh -26.1 and GALR2 antag -9.5.
For Cc1cc(C(C)(C)C)c(O)c(C)c1CC1=NCCN1 the results were bCat KO growth 91.6, BB579 growth dn -42.1, Measles CPE 3.2, PTEN del growth 96.7, MRP1 act -0.6, NPY-Y2 antag 0.0, Yeast lifespan up -2.0 and GALR2 antag 2.4.
O=C(COC(=O)c1ncc(Cl)c(Cl)c1Cl)c1ccc(Cl)s1 was read as bCat KO growth 79.8, BB579 growth dn -19.3, Measles CPE 5.2, PTEN del growth 93.0, MRP1 act -2.2, NPY-Y2 antag 3.1, Phagocytosis inh 12.8, Yeast lifespan up -1.2, E-sel TNF inh -60.7 and GALR2 antag 12.2.
`CCCCc1c(O)nc(SCC(=O)N2CCOCC2)n(-c2ccccc2C)c1=O` gave bCat KO growth 108.5, BB579 growth dn -23.9, Measles CPE 3.2, PTEN del growth 89.5, MRP1 act -0.1, NPY-Y2 antag 4.9, Phagocytosis inh -0.8, Yeast lifespan up -6.6 and GALR2 antag -1.8.
`CN(C(=O)C1CCCO1)c1nnc(-c2ccccn2)s1` (centres undefined) gave bCat KO growth 105.2, BB579 growth dn -16.6, Measles CPE 3.4, PTEN del growth 106.9, MRP1 act -0.5, NPY-Y2 antag 2.2, Phagocytosis inh -0.1, Yeast lifespan up -19.3, E-sel TNF inh 17.9 and GALR2 antag 6.7.
`COc1ccc(C2C(C#N)=C(N)SC(N)=C2C#N)cc1OC` gave bCat KO growth 101.2, BB579 growth dn -81.5, Measles CPE 11.5, PTEN del growth 116.2, MRP1 act -0.2, NPY-Y2 antag 1.8, Phagocytosis inh 0.8, Yeast lifespan up -12.1, E-sel TNF inh 27.4 and GALR2 antag 8.6.
Screening Cc1nc(SCC(=O)OCc2ccccc2)c(C#N)c(-c2ccccc2)c1C(=O)Nc1ccccc1 returned bCat KO growth 76.7, BB579 growth dn -58.3, Measles CPE 11.4, PTEN del growth 72.5, MRP1 act -1.1, NPY-Y2 antag 2.7, Phagocytosis inh -0.5, Yeast lifespan up -8.3, E-sel TNF inh 1.4 and GALR2 antag -4.1.
Screening CCN1C(=O)C2(/C(=C(\O)c3ccc4c(c3)OCCO4)C(=O)C(=O)N2CCCOC)c2ccccc21 (centres undefined) returned bCat KO growth 102.3, BB579 growth dn -24.7, Measles CPE 20.4, PTEN del growth 93.4, MRP1 act -1.0, NPY-Y2 antag 1.4, Phagocytosis inh -2.0, Yeast lifespan up 0.4 and GALR2 antag -7.0.
Cc1ccc(N=C2NC(=O)S/C2=C\c2ccco2)cc1 was read as bCat KO growth 83.1, BB579 growth dn -1.8, PTEN del growth 79.0, MRP1 act 1.9, NPY-Y2 antag 2.5, Yeast lifespan up -4.0 and GALR2 antag 9.2.
`O=C(COC(=O)CCc1c[nH]c(=O)[nH]1)Nc1cccc(Cl)c1` gave bCat KO growth 94.1, BB579 growth dn -13.9, Measles CPE 12.8, PTEN del growth 101.8, MRP1 act -1.8, NPY-Y2 antag -0.1, Phagocytosis inh 0.3, Yeast lifespan up -5.5, E-sel TNF inh -6.2 and GALR2 antag -12.0.
O=C(c1ccc(Cl)c(S(=O)(=O)NCc2ccco2)c1)N1CCN(c2ccccc2F)CC1 was read as bCat KO growth 59.2, BB579 growth dn -41.0, Measles CPE 19.7, PTEN del growth 67.3, MRP1 act -4.0, NPY-Y2 antag 3.6, Phagocytosis inh -0.4, Yeast lifespan up -3.7, E-sel TNF inh 5.4 and GALR2 antag -4.5.
Screening Cc1nn(CCOc2ccccc2)c(=O)n1-c1cccc(F)c1 returned bCat KO growth 93.5, BB579 growth dn 9.0, Measles CPE 5.8, PTEN del growth 96.0, MRP1 act 1.5, NPY-Y2 antag 0.4, Yeast lifespan up -8.3, E-sel TNF inh 42.4 and GALR2 antag -2.0.
Cc1c(OCc2nn[nH]n2)ccc2c3c(c(=O)oc12)CCCC3 was read as bCat KO growth 79.6, BB579 growth dn -30.3, Measles CPE 8.0, PTEN del growth 105.7, MRP1 act -2.2, NPY-Y2 antag 0.1, Phagocytosis inh 0.1, Yeast lifespan up -17.3, E-sel TNF inh 8.6 and GALR2 antag -3.1.
Screening CC1Cc2nc(SCC(=O)Nc3ccc4c(c3)OCO4)n(CCc3ccccc3)c(=O)c2S1 (centres undefined) returned bCat KO growth 75.0, BB579 growth dn 10.7, Measles CPE 12.4, PTEN del growth 80.5, MRP1 act -1.3, NPY-Y2 antag 5.0, Phagocytosis inh 0.6, Yeast lifespan up -7.5, E-sel TNF inh -23.8 and GALR2 antag 0.6.
`O=C(c1ccccc1Oc1nnnn1-c1ccccc1)N1CCOCC1` gave bCat KO growth 93.5, BB579 growth dn -68.6, Measles CPE 12.4, PTEN del growth 105.2, MRP1 act -1.3, NPY-Y2 antag -0.2, Yeast lifespan up -8.3, E-sel TNF inh 4.8 and GALR2 antag -1.4.
For COc1cc2c(cc1NC(=O)CSc1nccn1C)oc1ccccc12 the results were bCat KO growth 79.6, BB579 growth dn -27.4, Measles CPE 8.4, PTEN del growth 85.7, MRP1 act -0.1, NPY-Y2 antag 9.1, Phagocytosis inh -1.7, Yeast lifespan up -5.0 and GALR2 antag 25.4.
For O=C(COC(=O)C1CCN(S(=O)(=O)c2cccs2)CC1)c1cc2ccccc2o1 the results were bCat KO growth 89.2, BB579 growth dn -20.5, Measles CPE 2.0, PTEN del growth 89.5, MRP1 act -0.5, NPY-Y2 antag -0.7, Phagocytosis inh -3.0, Yeast lifespan up -9.2, E-sel TNF inh 10.4 and GALR2 antag 2.3.
For COc1ccc(CN2CCOCC2)cc1 the results were bCat KO growth 108.8, BB579 growth dn -67.5, Measles CPE 12.3, PTEN del growth 101.0, MRP1 act 0.1, NPY-Y2 antag 0.8, Phagocytosis inh -0.9, Yeast lifespan up -4.9, E-sel TNF inh 6.4 and GALR2 antag -15.7.
Screening CC(=O)Nc1nc(-c2ccccc2)ns1 returned bCat KO growth 93.4, BB579 growth dn 1.8, Measles CPE 19.8, PTEN del growth 94.0, MRP1 act 2.0, NPY-Y2 antag 4.1, E-sel TNF inh -18.1 and GALR2 antag 1.1.
For CCC(C)(C(=O)NC1CCCC1)N(Cc1ccco1)C(=O)c1ccccn1 (centres undefined) the results were bCat KO growth 88.7, BB579 growth dn -38.2, Measles CPE 18.1, PTEN del growth 90.2, MRP1 act -1.1, NPY-Y2 antag 22.8*, Yeast lifespan up -8.4 and GALR2 antag -1.7.
For Cc1onc(-c2ccccc2Cl)c1C(=O)Nc1cccc2cccnc12 the results were bCat KO growth 19.6, BB579 growth dn -23.6, Measles CPE 20.3, PTEN del growth 41.6, MRP1 act -0.9, NPY-Y2 antag 5.4, Phagocytosis inh 0.1, Yeast lifespan up -5.7 and GALR2 antag -16.7.
Screening Cc1ccc(NC(=O)CCC(=O)OCc2ccc(Br)cc2)cc1 returned bCat KO growth 87.1, BB579 growth dn -42.4, Measles CPE 8.5, PTEN del growth 98.9, MRP1 act -1.6, NPY-Y2 antag 7.2, Phagocytosis inh -5.9, Yeast lifespan up -5.2 and GALR2 antag -1.1.
Screening CC(c1ccccc1)n1cc(C(=O)NCc2cccnc2)nn1 (centres undefined) returned bCat KO growth 115.5, BB579 growth dn 15.3, Measles CPE 31.7, PTEN del growth 108.5, MRP1 act -0.9, NPY-Y2 antag 4.6, Phagocytosis inh -2.5, Yeast lifespan up -13.6, E-sel TNF inh 21.9 and GALR2 antag -10.9.
`COc1ccc(-c2nc3ncccn3c2Nc2ccc3c(c2)OCCO3)cc1` gave bCat KO growth 97.0, BB579 growth dn -15.7, Measles CPE 7.9, PTEN del growth 109.0, MRP1 act -3.0, NPY-Y2 antag -1.4, Phagocytosis inh -0.6, Yeast lifespan up -23.4, E-sel TNF inh -4.0 and GALR2 antag -10.6.
For O=[N+]([O-])c1cc(-c2nnc(-c3ccccc3)o2)ccc1Oc1ccc(Cl)cc1 the results were bCat KO growth 82.0, BB579 growth dn -41.6, Measles CPE 4.0, PTEN del growth 83.4, MRP1 act -1.2, NPY-Y2 antag 1.2, Phagocytosis inh -6.5, Yeast lifespan up -7.5, E-sel TNF inh 51.3 and GALR2 antag -1.0.

Reprinted at random: 2 entries already listed, in no set order.
`COc1ccc(-c2nc3ncccn3c2Nc2ccc3c(c2)OCCO3)cc1` gave bCat KO growth 97.0, BB579 growth dn -15.7, Measles CPE 7.9, PTEN del growth 109.0, MRP1 act -3.0, NPY-Y2 antag -1.4, Phagocytosis inh -0.6, Yeast lifespan up -23.4, E-sel TNF inh -4.0 and GALR2 antag -10.6.
Screening Cc1ccc(NC(=O)CCC(=O)OCc2ccc(Br)cc2)cc1 returned bCat KO growth 87.1, BB579 growth dn -42.4, Measles CPE 8.5, PTEN del growth 98.9, MRP1 act -1.6, NPY-Y2 antag 7.2, Phagocytosis inh -5.9, Yeast lifespan up -5.2 and GALR2 antag -1.1.
